# MCL1-BIM inh = MCL1-BIM-BH3 interaction inhibition (human); inhibition, % at 10.9 µM; 320,000 tested, 0.68% active; GST-MCL1 / FITC-Bim-BH3 fluorescence polarization; Q07820;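 active = inhibition above the mean inhibition of all tested compounds plus 3 SD, set per campaign, cut at about 40% in these data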;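 also: 0% = DMSO wells and 100% = unlabeled Bim-BH3 peptide control; higher means more loss of mP so more displacement of Bim peptide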
# Target sequence (Q07820 whole entry, looked up): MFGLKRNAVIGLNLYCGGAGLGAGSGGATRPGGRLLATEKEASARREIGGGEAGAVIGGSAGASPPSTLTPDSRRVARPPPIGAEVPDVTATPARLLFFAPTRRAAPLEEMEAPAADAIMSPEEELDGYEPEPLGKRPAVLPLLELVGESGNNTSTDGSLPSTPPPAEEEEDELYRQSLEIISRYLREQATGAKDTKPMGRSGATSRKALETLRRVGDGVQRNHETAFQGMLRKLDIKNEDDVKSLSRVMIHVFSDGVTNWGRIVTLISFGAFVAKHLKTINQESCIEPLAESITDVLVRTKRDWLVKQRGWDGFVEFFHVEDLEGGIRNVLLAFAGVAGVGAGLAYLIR
# TPT1 inhibitor = inhibitors of Candida albicans tRNA 2'-phosphotransferase TPT1; recombinant caTPT1, FP RNA substrate dephosphorylation; inhibition, % at 5 µM; 300,000 tested, 0.81% active; AID 1962;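 active = inhibition above the mean of all tested compounds plus 3 SD, set per screening campaign, cut at about 24% in these data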;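 also: plate controls were DMSO alone for no effect and ferristatin control at 100 nM for full effect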
# BCLXL inh = blocks human Bcl-xL binding to Bim BH3 peptide; Q07817; GST-Bcl-xL / FITC-Bim BH3 peptide fluorescence polarization; inhibition, % at 10.9 µM; 320,000 tested, 0.7% active; AID 2129;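 active = inhibition above the mean of all tested compounds plus 3 SD, cutoff set per campaign, cut at about 30% in these data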;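 also: 0% = DMSO wells and 100% = unlabeled Bim-BH3 peptide competitor; inhibitors lower millipolarization by displacing the labeled peptide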
# MEX-5 binding = C. elegans MEX-5 TCR-2 RNA binding activity; MEX-5/FITC-TCR2 RNA binding, fluorescence polarization; hits give low values; activity score (negative = inhibition of binding), % at 10 µM; 300,000 tested, 0.38% active;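 active = inhibition past about -25% in most replicates, and total fluorescence under double the plate's negative control median, limit read from the data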;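 also: 0% = DMSO and -100% = 5 µM competing unlabeled TCR2 RNA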
# Target sequence (Q9XUB2 whole entry, looked up): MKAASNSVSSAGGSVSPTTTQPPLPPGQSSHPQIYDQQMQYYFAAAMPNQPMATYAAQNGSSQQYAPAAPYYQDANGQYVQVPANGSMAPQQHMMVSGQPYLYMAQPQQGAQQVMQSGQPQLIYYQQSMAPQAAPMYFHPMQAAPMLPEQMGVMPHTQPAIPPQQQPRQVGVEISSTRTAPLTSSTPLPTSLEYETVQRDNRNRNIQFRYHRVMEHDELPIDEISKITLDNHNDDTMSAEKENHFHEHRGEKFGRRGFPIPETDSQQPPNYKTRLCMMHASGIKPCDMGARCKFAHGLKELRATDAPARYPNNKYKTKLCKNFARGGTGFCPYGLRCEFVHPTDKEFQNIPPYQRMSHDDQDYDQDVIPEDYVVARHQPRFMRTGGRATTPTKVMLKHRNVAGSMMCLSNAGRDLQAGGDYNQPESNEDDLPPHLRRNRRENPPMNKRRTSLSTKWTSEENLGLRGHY
# Fam108B counter = Fam108B inhibition, counter-screen for RBBP9 inhibitors. recombinant Fam108B, FP-Rh probe fluorescence polarization. 300,000 tested, 0.33% active. inhibition, % at 9.51 µM;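 active = inhibition above the screen mean inhibition plus 3 SD, computed separately per campaign, cut at about 18% in these data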;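 also: inhibitors lower polarization as less probe binds the enzyme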
# PAD4 FP inh = PAD4 (human) enzyme inhibition; AID 485272; inhibition, % at 6.36 µM; Q9UM07; recombinant PAD4, RCA probe fluorescence polarization; 330,000 tested, 0.41% active;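 active = percent inhibition above a cutoff equal to the mean of all tested compounds plus 3 SD, cut at about 15% in these data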;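 also: 0% = PAD4 with RCA probe and DMSO and 100% = probe without PAD4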
# GSTO1 inh = GSTO1 inhibition, counter-screen for RBBP9 inhibitors; inhibition, % at 5.96 µM; recombinant GSTO1, activity-based probe fluorescence polarization; 300,000 tested, 1.1% active; P78417;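 active = inhibition above the campaign mean inhibition plus 3 SD, cut at about 35% in these data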;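 also: 0% = GSTO1-1 with DMSO and 100% = wells lacking GSTO1-1 enzyme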
# Target sequence (P78417 whole entry, looked up): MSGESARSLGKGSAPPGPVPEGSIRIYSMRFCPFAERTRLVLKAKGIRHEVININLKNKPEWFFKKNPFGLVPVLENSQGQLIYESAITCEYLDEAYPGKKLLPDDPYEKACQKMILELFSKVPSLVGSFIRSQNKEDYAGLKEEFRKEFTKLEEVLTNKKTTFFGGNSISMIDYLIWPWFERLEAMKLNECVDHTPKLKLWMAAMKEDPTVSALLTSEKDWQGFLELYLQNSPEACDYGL
# GLD-1 RNA inh = GLD-1-TGE RNA interaction inhibition (C. elegans); inhibition, % at 5.96 µM; Q17339; purified GLD-1 + fluorescein TGE RNA, fluorescence polarization; 320,000 tested, 0.44% active;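 active = percent inhibition above a per-plate cutoff, the plate mean of test compounds plus 3 SD, cut at about 30% in these data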;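 also: 0% = DMSO wells with GLD-1 and probe and 100% = wells lacking GLD-1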
# PME-1 inh = blocks human protein phosphatase methylesterase 1; Q9Y570; recombinant PME-1, FP-Rh probe fluorescence polarization; inhibition, % at 5.9 µM; 320,000 tested, 0.53% active; AID 2130;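 active = inhibition above the campaign mean of all compounds plus 3 SD, cut at about 26% in these data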;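 also: competitive labeling of PME-1 active site by serine hydrolase directed probe; 0% = PME-1 with DMSO and 100% = wells lacking PME-1 enzyme; inhibitors block probe labeling so polarization falls and inhibition rises; many of its hits are not listed in these tables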
# * hit, by the source's call; x = no result given. Some of the compounds tested, so the mix of outcomes need not match the whole.
SMILES,MCL1-BIM inh,TPT1 inhibitor,BCLXL inh,MEX-5 binding,Fam108B counter,PAD4 FP inh,GSTO1 inh,GLD-1 RNA inh,PME-1 inh
Cc1nc(C)c(-c2ccc(SCc3ccc([N+](=O)[O-])cc3)nn2)s1,14,1,5,4.3,1,-2,1,-4,-4
O=C(NCC(c1cccnc1)N1CCN(c2ccc(F)cc2)CC1)OCc1ccccc1 (configuration not stated),13,-1,0,1.9,3,0,-3,-1,1
CCOC(=O)c1c(C)[nH]c(C)c1C(=O)CSc1nc2ccccc2c(=O)n1-c1ccc(C)cc1,2,0,4,0.4,3,1,1,8,-7
O=C(Nc1ccc(F)c(Cl)c1)C1CCCN(C2=NS(=O)(=O)c3ccccc32)C1 (configuration not stated),-10,x,-10,x,x,-2,x,10,15
COc1ccc(C(=O)OCC2CC(c3ccccc3)=NO2)cc1OC (configuration not stated),2,-1,4,-6.6,1,-1,2,-4,-3
Cc1cccc(C)c1NC(=O)C1C2C=CC(C2)C1C(=O)O (configuration not stated),7,0,6,-2.4,-2,2,0,-4,-4
O=C(NC1CCCC1)c1csc2c1CCCC2,5,-1,2,1.5,3,1,3,9,1
CCOC(=O)C(=CNc1cc(C)ccn1)C(=O)OCC,9,-4,2,0.7,3,-1,2,4,2
COc1ccccc1-c1nnc(SCC(=O)Nc2ccccc2)o1,-8,0,1,-0.3,1,0,4,7,-5
N#CCc1nn(-c2ccccc2)c(N)c1C#N,10,2,6,-2.5,-2,-3,-8,-5,0
Cc1ccc(C(=O)OC(C)C(=O)Nc2ccc(Cl)cn2)s1 (configuration not stated),1,x,-1,x,x,0,x,6,2
COc1ccc(S(=O)(=O)CCc2nnc(NC(=O)c3ccc(F)cc3)s2)cc1,2,-3,2,0.8,1,0,-2,-9,6
O=S(=O)(NCC1CCCO1)c1ccc(Cl)nc1 (configuration not stated),4,-1,-2,-0.6,-5,-2,0,1,2
Cc1ccc(SC[C@H](Cc2ccccc2)N2CCN(CCc3ccccc3)CCC2=O)cc1,1,0,2,1.9,-1,-2,0,6,-2
COC(=O)C1=C(CS(=O)(=O)c2ccccc2)NC(=O)NC1c1ccc(O)cc1 (configuration not stated),-5,1,3,2.0,-1,-4,3,0,2
COc1cccc(NC(=O)N2CCCC2C(=O)NC2CCCCC2)c1 (configuration not stated),-1,-1,1,-3.0,1,0,5,-5,0
CCOc1nc(C)nc(NC(=O)NS(=O)(=O)c2ccccc2Cl)n1,3,-9,4,0.4,-3,-3,1,-3,-2
CC(C)n1c(-c2ccccc2)nc(=S)c2c1CCCC2,0,2,7,-1.6,-1,0,-1,-1,4
Cc1ccc2nc(COc3ccc(N(C)S(=O)(=O)c4ccccc4)cc3)cc(=O)n2c1,42*,-5,36*,1.4,-4,-5,11,17,22
O=C(NNC(=O)c1cc(-c2cccc(Br)c2)nc2ccccc12)c1csc(N2CCOCC2)n1,4,1,4,-2.2,-17,-5,-24,-5,-11
CCc1cc(Cn2nc(-c3ccccc3)cc2C(=O)NCc2ccccc2OC)on1,1,-1,0,2.3,-10,0,-11,8,-15
Cc1ccc(CNC(=O)Cc2ccc(-n3cccc3)cc2)cc1,-6,2,2,-0.1,-2,-2,9,1,-3
COC(=O)c1c(C)[nH]c(C)c1C(C)=O,-2,-2,-1,0.6,-1,-4,-5,8,-4
Cc1cccc(NCc2nc3ccccc3n2C)c1,-11,5,-3,-0.7,-1,-4,5,5,3
Cc1nc(SCc2cccc(Oc3ccccc3)c2)n[nH]1,-2,-1,-1,2.2,-2,0,7,3,-2
Cn1c(/C=C/c2ccccc2)nc2ccccc2c1=O,-9,-2,-4,0.0,-1,-7,-9,-12,4
COCCCn1cc(C(=O)c2cc(Br)ccc2O)cc(C#N)c1=O,-8,8,2,0.1,-2,-6,10,-9,-2
Cc1nc(-c2nc(-c3c(C(=O)NN)noc3C)cs2)cs1,10,2,4,1.5,-1,-5,5,1,-7
CCC(=O)Nc1c2c(nn1-c1cccc(Cl)c1)CSC2,7,2,5,-1.4,-6,-3,0,6,-1
CCCC1Cc2nc(N3CCCCC3)c(C#N)cc2CO1 (configuration not stated),4,1,8,-5.3,0,2,4,9,2
Cc1nn(-c2ccccc2)c2c1c(C)c(CCC(=O)N1CCOCC1)c(=O)n2C,2,-4,1,-0.9,-3,1,1,-1,1
CCOC(=O)c1csc(NC(=O)CN2CCCCC2)n1,5,1,5,0.5,-2,2,12,5,-2
O=C(Cn1cnc2cc([N+](=O)[O-])ccc2c1=O)Nc1ccc2c(c1)CCC2,-4,4,0,-3.4,-14,-7,0,-9,-8
Cc1ccc(-c2cc(-c3ccccc3)nc(N/N=C/c3cccnc3)n2)cc1,-2,6,-4,x,-8,-4,-14,-5,-13
Cn1c(C(=O)OC(C(=O)NC(C)(C)C)c2cccnc2)cc2sccc21 (configuration not stated),1,0,3,1.1,-3,0,4,-2,-1
CCOC(=O)c1cnn(-c2ncnc3sc4c(c23)CCC4)c1N,7,2,1,2.2,0,3,1,-2,-1
NNC(=O)c1ccccc1CO,-4,-2,1,3.2,-2,2,1,3,-2
S=C(NCCNC(=S)Nc1ccccc1Cl)Nc1ccccc1Cl,6,-2,7,0.3,0,3,2,0,12
CCOC(=O)C1CCN(C(=O)c2cccc(S(=O)(=O)Nc3ccc(C)cc3C)c2)CC1,0,5,0,1.2,-2,-2,1,-3,-2
COc1cc2cc(CCCOC(=O)c3cccc(Br)c3)oc(=O)c2cc1OC,4,x,2,x,x,-2,x,-4,9
Cc1cccc(C(=O)NCc2nnc(SCc3ccc(F)cc3)n2C)c1,3,2,0,-1.2,3,-2,9,3,-7
Cc1ccc(C(=O)NCc2ccc3c(c2)OCO3)cc1S(=O)(=O)N1CCCCC1,2,-4,3,0.0,-2,2,-3,5,3
CCc1ccc(C2=NN(c3ccc(S(N)(=O)=O)cc3)C(c3ccc(F)cc3)C2)cc1 (configuration not stated),-9,8,-1,1.9,2,-7,0,-10,0
Cc1ccc(NC(=O)c2nc(S(=O)(=O)Cc3ccccc3)ncc2Cl)cc1,28,-1,5,-1.1,-4,-7,-13,-1,-6
O=C(NNc1cc(Cl)ccc1Cl)c1cccnc1Cl,6,1,9,0.0,-2,-6,7,5,3
Cc1cccc(C)c1NC(=S)N=Nc1c(O)n(C)c2ccc(S(=O)(=O)N3CCOCC3)cc12,4,1,2,-3.5,2,-4,1,0,-5
Fc1ccc(CSc2nnc(-c3cnccn3)n2Cc2ccco2)cc1,-6,-4,-4,0.7,0,2,3,3,0
Nc1nc(SCC(=O)N2CCCCC2)[nH]c(=O)c1NC(=O)c1ccccc1F,-1,1,2,0.6,2,-2,0,4,1
COc1cc(/C=N/NC(=O)C2COc3ccccc3O2)cc(OC)c1OC (configuration not stated),6,-3,3,-1.9,3,-4,-2,3,0
CCCCNC(=O)Cc1ccc(Br)cc1,5,1,8,-2.8,-7,-4,1,-2,-12
COc1cc(S(=O)(=O)NCc2ccncc2)c(OC)cc1Cl,0,-2,1,1.6,-3,-5,-4,-1,1
O=C(c1cn(-c2ccccc2)nc1-c1ccc(F)cc1)N1CCCCC1,-27,-2,-16,0.4,-5,-9,-18,6,-1
CCOC(=O)c1c2c(n(C)c1C)C(=O)C(=O)c1ccc(Br)cc1-2,-3,-2,-1,-0.3,16,-3,72*,-11,25
CCOC(=O)/C(C#N)=C/c1cccn1-c1ccc(Cl)cc1,0,14,3,-1.6,-6,1,0,-4,-3
O=C1CCc2cc(S(=O)(=O)NCc3ccccc3Cl)cc3c2N1CC3,6,4,2,-1.9,-2,-5,-3,-4,1
COC(=O)c1ccc(Oc2ccc3nnc(C)n3n2)cc1,-9,-2,-3,1.0,-7,-5,3,-1,2
CCn1cnc2cc(NCc3cccc(OC)c3O)ccc21,10,-1,8,0.8,2,0,19,6,4
CCN(Cc1ccccc1)C(=O)C(C)OC(=O)c1cc(S(=O)(=O)Nc2c(C)n(C)n(-c3ccccc3)c2=O)ccc1C (configuration not stated),-3,-1,-16,0.3,-1,1,-1,3,3
Cc1nnsc1-c1nnc(SCC(=O)c2ccc(C#N)cc2)n1C1CC1,-11,2,1,0.1,2,-10,-8,-5,-8
CCCCCC(=O)Nc1ccc(S(=O)(=O)Nc2nccc(C)n2)cc1,2,-5,2,-2.1,7,-4,1,-4,2

# (list continues)
SMILES,MCL1-BIM inh,TPT1 inhibitor,BCLXL inh,MEX-5 binding,Fam108B counter,PAD4 FP inh,GSTO1 inh,GLD-1 RNA inh,PME-1 inh
Oc1ccc(/C=N/Nc2ncnc3c2ncn3Cc2ccccc2)cc1O,57*,2,7,0.8,-4,4,17,3,11
O=C(Cn1cc([N+](=O)[O-])cn1)N1CCc2ccccc21,7,1,-1,0.7,-2,-6,4,-4,0
CCC(=O)N(Cc1cc2ccc(C)cc2n2nnnc12)C1CCCCC1,-2,0,2,1.3,-1,-3,14,8,0
CCc1nc(SCC(=O)Nc2ccc(OC)cc2[N+](=O)[O-])n[nH]1,-2,-3,0,-3.7,3,-2,3,9,-5
COc1ccc(S(=O)(=O)NC2CCCCC2)cc1C,1,-5,1,-2.7,-2,-2,-1,6,3
CSc1ncccc1C(=O)NC(C)CCc1ccccc1 (configuration not stated),-5,2,1,-1.2,1,0,0,5,-3
COc1ccc(-c2ccc(SCC(=O)c3ccc(F)cc3)nn2)cc1OC,4,-4,3,0.9,-6,-2,1,-3,-2
COc1cc(/C=C2\SC(=S)N(CCC(=O)Nc3ccccn3)C2=O)cc(OC)c1OC,1,6,-1,-4.8,-7,-4,1,3,2
COCCOC(=O)c1c(NC(=O)CN2CCOCC2)sc(C(N)=O)c1C,2,0,2,-1.0,-5,-1,-1,4,-7
O=C(CC(C(=O)O)C1CCCO1)Nc1cccc(C(F)(F)F)c1 (configuration not stated),6,-3,8,0.7,2,-1,-1,0,-6
Cc1ccc(S(=O)(=O)N(CC(=O)N2CCN(c3ccc(F)cc3)CC2)C2CCCCC2)cc1,10,1,8,1.4,6,0,3,6,3
O=C(COC(=O)CSCC(=O)N1CCCCC1)NCc1ccc(F)cc1,-1,2,-2,3.0,-8,1,14,0,-6
CCOc1ccc(N/C(N)=N/c2nc(C)c(C)c(=O)[nH]2)cc1,3,-5,9,-0.5,2,-1,5,2,2
Cn1ccnc1-c1nc2ccccc2[nH]c1=O,5,-1,5,-0.1,-7,-2,3,7,-1
Cc1noc(NS(=O)(=O)c2ccc(NC(=O)CSc3nc4ccccc4[nH]3)cc2)c1C,0,0,2,-1.3,3,1,5,-1,-3
Clc1ccc(Nc2cc(-c3ccccc3)nc3ncnn23)cc1,0,3,-7,1.1,-5,-9,8,-7,-8
Cc1ccc(CN(Cc2cc3cccc(C)c3[nH]c2=O)C(=O)N(C)C)cc1,6,-5,1,-2.3,1,2,1,-6,-5
COc1ccccc1C(=O)NCCC(=O)N1CC=C(c2ccccc2)CC1,-9,-1,1,-4.0,-1,1,-6,6,1
C=CCNC(=O)c1onc(CSc2ccccc2CC)c1C(=O)O,2,-1,4,0.2,-3,0,-8,2,-1
Cc1ccc(S(=O)(=O)N2CCN(C(=O)COC(=O)CCOc3ccccc3)CC2)c(C)c1,-14,x,-11,x,x,5,x,3,3
Cc1ccc(NS(=O)(=O)c2cc(C(=O)N3CCN(CCO)CC3)ccc2C)cc1,1,x,2,x,x,4,x,4,-2
Cc1noc(C)c1S(=O)(=O)N1CCN(C(c2ccccc2)c2ccc(Cl)cc2)CC1 (configuration not stated),-1,1,3,-1.3,0,0,5,1,-2
